From PubChem BioAssay
PhoP inhibition: PhoP-dependent GFP reporter repression – Salmonella Typhimurium, primary screen (AID 1863). S. Typhimurium PhoP-regulated promoter GFP reporter, 4 h; higher % means a stronger effect. 300,000 tested, 0.16% active. one-dose inhibition, % at 50 µM; IC50 in µM for titrated hits;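 active = inhibition over 29.93%, a cutoff 3 SD above the screen mean, later confirmed by dose response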;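 note: 0% = low Mg2+ inducing control and 100% = high Mg2+ repressing control; strong numbers were not always called active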
Yfh1-off respiration: mitochondrial function rescue without frataxin homolog – Friedreich's ataxia, plus single-dose screen, dose response (AID 1465). S. cerevisiae Yfh1-off respiration, WST-1 reduction, 72 h; higher fold induction means a stronger effect. fold induction at 50 µM, or EC50 in µM where a hit was titrated. 220,000 tested, 0.074% active;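 active = fold induction of absorbance versus untreated yeast above a set limit, then at least 30% activation at any dose in follow-up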;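 note: activators that raise dye reduction in frataxin-depleted yeast; strong numbers were not always called active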
P. falciparum M1AAP: malaria alanyl aminopeptidase activity blockers – biochemical, fluorogenic H-Leu-NHMec substrate, 1536-well (AID 1445). 220,000 tested, 0.42% active. recombinant M1AAP, H-Leu-NHMec fluorogenic kinetic assay; higher % means a stronger effect. one-dose inhibition, % at 30 µM; IC50 in µM for titrated hits;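 active = primary inhibition above the hit cutoff, then over 50% inhibition at one or more dose response concentrations, cut at about 23% in these data, passing the limit was not always enough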;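 note: plate controls were DMSO full reaction for no effect and no enzyme background for full effect; strong numbers were not always called active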
XIAP displacement: XIAP antagonists, biochemical, IAP family, fluorescence polarization (AID 1018); XIAP BIR domain, fluorescence polarization peptide displacement; higher % means a stronger effect; one-dose displacement, % at 20 µM; IC50 in µM for titrated hits; 200,000 tested, 0.007% active; in the data active = displacement above about 50%; note: a part of the inactive calls stands beside numbers as strong as those of hits
CSM14.1 death rescue: protection against thapsigargin-triggered cell killing – 384-well, CSM14.1, ATP luminescence, primary screen (AID 1222). CSM14.1 thapsigargin-induced death rescue, ATP luminescence; higher % means a stronger effect. cellular ATP content (survival), % at 20 µM, or EC50 in µM where a hit was titrated. 190,000 tested, under 10 active;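 active = EC50 below 50 µM in the dose-response confirmation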;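 note: death triggered by thapsigargin at about 15 µM added after 2 h compound pretreatment; cell ATP read after overnight thapsigargin exposure of roughly 18 to 22 hours; normalized against plate controls of thapsigargin alone and 5% DMSO vehicle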
P. falciparum M17LAP: P. falciparum M17LAP inhibitors, primary screen, biochemical, fluorogenic H-Leu-NHMec substrate, 1536-well (AID 1619); 220,000 tested, 0.38% active; recombinant M17LAP, H-Leu-NHMec fluorogenic kinetic assay; higher % means a stronger effect; inhibition, % at 30 µM, or IC50 in µM where a hit was titrated;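 active = compound inhibiting the enzyme by more than half at any dose during confirmatory dose-response retesting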;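 note: plate controls were full reaction with DMSO carrier for no effect and no enzyme background for full effect; strong numbers were not always called active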
West Nile virus CPE: West Nile virus antiviral activity, cell-based, CPE readout (AID 1621); West Nile virus-infected cells, CPE inhibition; higher % means a stronger effect; CPE inhibition, % at 10 µM; hits with a dose series show IC50 in µM; 290,000 tested, 0.02% active; in the data active = a potency from the dose series; note: strong numbers were not always called active
human PMI inhibitors: MPI inhibition at elevated mannose 6-phosphate – biochemical, fluorescence intensity, high mannose 6-phosphate, primary screen (AID 1220); recombinant PMI enzyme, coupled fluorescence intensity; higher % means a stronger effect; 190,000 tested, 0.66% active; one-dose inhibition, % at 20 µM; IC50 in µM for titrated hits; in the data active = inhibition above about 50%
Siah-1 displacement: blockers of Siah-1 interaction with plectin peptide – biochemical, fluorescence polarization, rhodamine-plectin, uHTS, primary screen (AID 1817); Siah-1 / rhodamine-plectin peptide fluorescence polarization; higher % means a stronger effect; displacement, % at 20 µM, or IC50 in µM where a hit was titrated; 290,000 tested, 0.02% active;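 active = displacement of at least 50% at 20 µM, with a fluorescence ratio check between 0.3 and a set limit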;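 note: plate controls were Siah plus tracer with DMSO for no effect and tracer alone without Siah for full effect; strong numbers were not always called active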
The depositor's hits bear a star; i = inactive; nt = not tested or not shown.

1. O=C(Nc1cccc(O)c1)c1cccc(S(=O)(=O)N2CCCC2)c1
2. O=C(COC(=O)c1ccccc1C(=O)c1ccc(Cl)cc1)NCc1ccccc1
3. CN1CCN(C(=O)Nc2ccc3c(c2)N(C)C(=O)c2ccccc2S3)CC1
4. CCOC(=O)c1nn(-c2ccccc2)c(C(=O)OCC)c1N
5. O=C(Nc1ccccc1)C1=C[C@@H](c2ccc(Br)cc2)C[C@@H](OCCCCO)O1
6. CNC(=O)Nc1cccc2cccnc12
7. CC(C)CCN1NC2(CCC(C)CC2)NC1=S (stereo unspecified)
8. O=C(/C=C/c1ccc(N2CCCCC2)c([N+](=O)[O-])c1)c1ccc(S(=O)(=O)N2CCCC2)cc1

Compound,1,2,3,4,5,6,7,8
PhoP inhibition,-0.7%,7.8%,4.3%,-1.8%,1.7%,-1.5%,1.1%,4.4%
Yfh1-off respiration,i,i,i,i,i,i,i,i
P. falciparum M1AAP,7.0%,2.9%,-1.2%,3.5%,7.1%,3.8%,-1.2%,-4.3%
XIAP displacement,-3.9%,-10.2%,-2.0%,-3.0%,-4.7%,nt,nt,-0.9%
CSM14.1 death rescue,-1.2%,1.2%,-1.3%,0.5%,4.7%,nt,nt,-6.2%
P. falciparum M17LAP,-2.4%,-9.1%,0.9%,-137.5%,-1.7%,-1.0%,-4.0%,-11.0%
West Nile virus CPE,-0.1%,-0.3%,0.6%,-0.3%,-0.7%,0.3%,-0.2%,-0.3%
human PMI inhibitors,0.8%,8.0%,-1.9%,10.9%,12.2%,nt,nt,-1.1%
Siah-1 displacement,-0.9%,9.7%,21.3%,-0.1%,-8.6%,-1.0%,-3.8%,-2.8%

Full records from above:
Entry for CNC(=O)Nc1cccc2cccnc12 : PhoP inhibition = -1.5%; Yfh1-off respiration = i; P. falciparum M1AAP = 3.8%; XIAP displacement = nt; CSM14.1 death rescue = nt; P. falciparum M17LAP = -1.0%; West Nile virus CPE = 0.3%; human PMI inhibitors = nt; Siah-1 displacement = -1.0%
Entry for O=C(COC(=O)c1ccccc1C(=O)c1ccc(Cl)cc1)NCc1ccccc1 : PhoP inhibition = 7.8%; Yfh1-off respiration = i; P. falciparum M1AAP = 2.9%; XIAP displacement = -10.2%; CSM14.1 death rescue = 1.2%; P. falciparum M17LAP = -9.1%; West Nile virus CPE = -0.3%; human PMI inhibitors = 8.0%; Siah-1 displacement = 9.7%
Entry for CC(C)CCN1NC2(CCC(C)CC2)NC1=S (stereo unspecified) : PhoP inhibition = 1.1%; Yfh1-off respiration = i; P. falciparum M1AAP = -1.2%; XIAP displacement = nt; CSM14.1 death rescue = nt; P. falciparum M17LAP = -4.0%; West Nile virus CPE = -0.2%; human PMI inhibitors = nt; Siah-1 displacement = -3.8%

The results go on.
9. Cn1c(=O)n(C)c2cc(NS(=O)(=O)c3ccc(C(C)(C)C)cc3)ccc21
10. COc1ccc(CNC(=O)c2cnc3cc(C)ccn3c2=O)cc1
11. CC1CCN(CC(=O)Nc2ccccc2C#N)CC1
12. O=C(CSc1ncccc1C(=O)O)c1ccccc1
13. CCN(CCNC(=O)C1CC(=O)N(CCc2ccccc2)C1)c1ccccc1 (stereo unspecified)
14. CCn1c(Cn2nnc(-c3ccccc3)n2)nnc1SCC(=O)Nc1cccc(C(C)=O)c1
15. COc1ccc(OC)c(NC2c3ccccc3C(=O)N2Cc2ccc3c(c2)OCO3)c1 (stereo unspecified)
16. COc1ccc(Br)c(-c2nc(CS(=O)(=O)c3ccc(F)cc3)no2)c1

Compound,9,10,11,12,13,14,15,16
PhoP inhibition,-4.7%,-9.2%,16.8%,-7.6%,11.3%,5.5%,11.5%,-5.2%
Yfh1-off respiration,i,i,i,i,i,i,i,i
P. falciparum M1AAP,11.4%,20.2%,-0.9%,1.4%,6.0%,0.1%,8.1%,13.1%
XIAP displacement,-2.3%,-0.3%,-3.1%,-7.4%,-5.8%,-3.2%,-2.3%,nt
CSM14.1 death rescue,5.6%,1.6%,nt,2.3%,1.8%,1.0%,1.1%,nt
P. falciparum M17LAP,-7.8%,1.1%,-3.4%,-0.1%,-2.2%,9.4%,9.1%,4.1%
West Nile virus CPE,-1.5%,-0.1%,0.0%,-0.6%,0.1%,-0.3%,0.0%,-0.9%
human PMI inhibitors,10.5%,17.3%,2.4%,-60.9%,8.3%,14.0%,5.5%,nt
Siah-1 displacement,-3.2%,5.1%,4.5%,-5.8%,1.6%,5.5%,-1.1%,-3.1%

17. Cc1ccc(NC(=O)CN(C)C(=O)c2ccc(S(=O)(=O)N(C)c3ccccc3)cc2)cc1
18. COC(=O)c1c(NC(=O)CN2C(=O)NC3(CCC(C(C)(C)C)CC3)C2=O)sc2c1CCCCC2 (stereo unspecified)
19. Cc1ccc(-c2ccc(CCC(=O)O)n2CC(=O)O)cc1
20. CCOC(=O)c1sc2ncn(C(CC)C(=O)OC)c(=O)c2c1C (stereo unspecified)
21. COc1cc(Cl)ccc1NC(=S)N(CCCN1CCOCC1)Cc1cn(C)c2ccccc12
22. C=CCn1c(SCC(=O)Nc2ccc3c(c2)OCO3)nnc1-c1ccccc1O
23. CC1(c2ccc3noc(-c4ccc(Cl)cc4)c3c2)OCCO1
24. CC(=O)N(CCN(C(C)=O)c1ccccc1)c1ccccc1

Compound,17,18,19,20,21,22,23,24
PhoP inhibition,4.2%,-6.7%,3.6%,8.7%,-3.5%,5.3%,-6.7%,-4.4%
Yfh1-off respiration,i,i,i,i,i,i,i,i
P. falciparum M1AAP,12.9%,3.5%,4.6%,-0.6%,5.2%,5.7%,-2.5%,18.9%
XIAP displacement,-4.2%,-0.4%,-2.8%,-4.1%,-3.7%,-11.4%,-2.9%,-8.6%
CSM14.1 death rescue,0.9%,4.6%,2.4%,-0.3%,-2.7%,-1.3%,-1.4%,-1.9%
P. falciparum M17LAP,-1.6%,-3.4%,5.7%,-0.8%,12.1%,-2.6%,8.0%,7.8%
West Nile virus CPE,-0.4%,-0.7%,-0.2%,0.1%,-1.8%,-0.1%,-0.2%,-0.1%
human PMI inhibitors,-21.1%,23.0%,-41.2%,9.4%,-6.1%,-3.3%,-5.5%,13.6%
Siah-1 displacement,6.9%,-2.3%,-7.3%,-1.5%,7.5%,-3.9%,-2.4%,-2.3%

25. CCc1cc2c(NCC(=O)O)ncnc2s1
26. COc1ccccc1-n1c(SCC(=O)Nc2cccc(C)c2)nc2c(c1=O)SCC2
27. CS(=O)(=O)N1CCCC(C(=O)c2cccc(Cl)c2)C1 (stereo unspecified)
28. CN1/C(=C\C=Nc2ccc3ccccc3c2)C(C)(C)c2ccccc21
29. COc1ccccc1NC(c1cccnc1)c1ccc2cccnc2c1O (stereo unspecified)
30. COc1ccc(N2CCN(C(=O)CCNC(=O)c3ccccc3)CC2)cc1
31. COc1ccc2c(c1)c(CC(=O)Nc1cccc(S(N)(=O)=O)c1)c(C)n2C(=O)c1ccc(Cl)cc1
32. Cc1ccc2c(c1)N(S(=O)(=O)c1ccc(F)cc1)C(C(C)(C)C)CO2 (stereo unspecified)

Compound,25,26,27,28,29,30,31,32
PhoP inhibition,-2.6%,9.0%,-5.3%,-6.0%,24.8%,9.3%,-7.4%,-3.8%
Yfh1-off respiration,i,i,i,i,i,i,i,i
P. falciparum M1AAP,5.4%,-1.8%,-1.4%,5.3%,0.6%,-1.9%,1.6%,-4.5%
XIAP displacement,0.8%,1.4%,-10.4%,-5.1%,-7.1%,-4.3%,nt,-2.6%
CSM14.1 death rescue,-1.3%,-0.5%,-0.3%,-1.0%,-2.9%,-1.4%,nt,-1.3%
P. falciparum M17LAP,11.1%,-3.7%,8.1%,23.6%,3.3%,-0.6%,7.3%,6.0%
West Nile virus CPE,0.8%,0.3%,-0.1%,1.5%,0.0%,0.1%,0.2%,-0.2%
human PMI inhibitors,-3.6%,10.9%,7.8%,32.9%,51.7%*,0.9%,nt,14.0%
Siah-1 displacement,-1.8%,0.2%,-6.4%,1.5%,-9.9%,11.7%,4.5%,-1.2%

33. O=C(COC(=O)CNC(=O)c1ccco1)NCc1ccc(F)cc1
34. COCCCn1cnc2c(c1=O)c1nc3ccccc3nc1n2CCc1ccccc1
35. O=C1CSc2ccc(C(=O)N3CCN(c4ccccn4)CC3)cc2N1
36. N#Cc1cc[n+](CC(=O)c2ccc(NC(=O)c3ccccc3)cc2)cc1
37. CCOC(=O)c1c(C(=O)OCC)c(C)n(CCc2ccccc2)c1C
38. Cc1cc(C)c[n+](-c2nc([O-])sc2C=O)c1
39. NNC(=O)CCN1CCN(Cc2ccccc2)CC1
40. COc1ccc2oc(C(=O)CCC(=O)O)c(N)c2c1

Compound,33,34,35,36,37,38,39,40
PhoP inhibition,5.2%,-8.0%,-1.2%,-12.8%,4.5%,-5.8%,14.2%,5.4%
Yfh1-off respiration,i,nt,i,i,i,i,i,nt
P. falciparum M1AAP,1.2%,7.2%,-1.0%,2.8%,-1.4%,2.0%,0.5%,1.7%
XIAP displacement,-5.3%,-1.0%,-6.7%,nt,-6.4%,-4.7%,-10.0%,-1.1%
CSM14.1 death rescue,-1.8%,-0.2%,-0.5%,nt,2.7%,-0.2%,-2.4%,0.0%
P. falciparum M17LAP,-1.5%,-7.4%,-5.7%,1.3%,-6.2%,12.6%,2.3%,-8.6%
West Nile virus CPE,1.1%,nt,-0.5%,-0.3%,-1.6%,0.2%,-0.6%,nt
human PMI inhibitors,-21.7%,6.9%,1.0%,nt,6.6%,2.2%,5.1%,-14.9%
Siah-1 displacement,-1.0%,0.0%,1.5%,7.4%,4.8%,2.9%,-5.8%,5.1%

41. COc1ccc(NC(=O)CC2C(=O)N(c3ccc(Cl)cc3)C(=S)N2CCc2ccccn2)cc1 (stereo unspecified)
42. O=C(O)CC(CC(=O)Nc1ccc(F)c(Cl)c1)c1ccc(Cl)cc1Cl (stereo unspecified)
43. CC(C)CNC(=S)N1CCN(c2nc3ccccc3s2)CC1
44. COc1ccccc1C(=O)n1nc(-c2ccco2)nc1SC
45. Nc1n[nH]c(N)c1N=Nc1ccc(Cl)cc1
46. COc1cccc(C2c3c(oc4ccccc4c3=O)C(=O)N2CCCN2CCOCC2)c1 (stereo unspecified)

Compound,41,42,43,44,45,46
PhoP inhibition,2.9%,-5.4%,5.1%,-8.3%,13.9%,-9.0%
Yfh1-off respiration,i,i,i,i,i,nt
P. falciparum M1AAP,-2.2%,-3.1%,6.7%,12.5%,11.3%,7.2%
XIAP displacement,-5.7%,nt,-11.0%,-7.2%,2.1%,-9.6%
CSM14.1 death rescue,-2.1%,nt,0.2%,0.5%,-2.7%,-3.4%
P. falciparum M17LAP,39.7%,-10.6%,-3.6%,5.0%,12.5µM*,-3.8%
West Nile virus CPE,-1.0%,0.3%,-1.1%,0.3%,0.1%,nt
human PMI inhibitors,16.4%,nt,6.7%,-4.6%,4.7%,5.2%
Siah-1 displacement,-0.5%,1.5%,0.0%,-4.2%,4.1%,-3.4%
